Bcl-2 Bim block = inhibitors of Bim-Bcl-2 binding, primary screen, biochemical, multiplexed, human Bcl-2 family | inhibition, % at 10 µM | actives 0.06% (n = 190,000) | AID 950, 2007 | Bead-based flow cytometry, Bim peptide-Bcl-2 binding; in the data active = inhibition above about 40%; inconclusive = no clear call, values can overlap the other calls;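 note: 0% = no compound wells with probe peptide and 100% = reference peptide inhibitor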
Bim-Bfl-1 = inhibitors of Bim binding to Bfl-1, primary screen, biochemical, multiplexed, bead-based flow cytometry; Bim-Bfl-1 binding inhibition; actives 0.12% (n = 190,000); Bcl-2-related protein A1 (Homo sapiens), Q16548; inhibition, % at 10 µM; AID 1008, 2008;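 note: 0% = wells without compound plus tracer and 100% = blocker peptide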
Bim-Mcl-1 = inhibitors of Bim peptide binding to Mcl-1, primary screen, biochemical, bead-based flow cytometry, multiplex. inhibition, % at 10 µM. actives 0.1% (n = 190,000). Bim peptide-Mcl-1 binding. AID 1009, 2008;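 note: 0% = no compound tracer wells and 100% = peptide blocker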
Target sequence (Q07820 whole entry, looked up): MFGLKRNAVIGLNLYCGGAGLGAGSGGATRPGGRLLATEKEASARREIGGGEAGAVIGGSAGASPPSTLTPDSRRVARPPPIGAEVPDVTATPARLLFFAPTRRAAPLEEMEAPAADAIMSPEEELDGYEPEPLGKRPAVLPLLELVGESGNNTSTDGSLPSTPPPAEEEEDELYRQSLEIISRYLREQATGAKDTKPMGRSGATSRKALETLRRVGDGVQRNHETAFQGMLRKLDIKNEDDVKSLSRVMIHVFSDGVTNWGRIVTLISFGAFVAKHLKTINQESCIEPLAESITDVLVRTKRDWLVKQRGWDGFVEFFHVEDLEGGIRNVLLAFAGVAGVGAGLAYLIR
Bim-Bcl-XL = inhibitors of Bim-Bcl-XL binding, primary screen, biochemical, multiplexed, bead flow cytometry, human Bcl-XL. Bcl-2-like protein 1 (Homo sapiens), Q07817. Bim peptide-Bcl-XL binding, fluorescence. inhibition, % at 10 µM. actives 0.04% (n = 190,000). AID 1007, 2008
Bim-Bcl-B = inhibitors of Bim-Bcl-B binding, primary screen, biochemical, multiplexed, human Bcl-2 family; bead-based flow cytometry, Bim peptide-Bcl-B binding; actives 0.073% (n = 190,000); inhibition, % at 10 µM;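 note: 0% = tracer peptide without compound and 100% = reference inhibitor peptide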
RGS4-Gao reg = modulators of RGS4 binding to Galphao, primary screen, biochemical, multiplexed bead flow cytometry. Guanine nucleotide-binding protein G(o) subunit alpha (Homo sapiens), P09471. binding response (% of control), % at 10 µM. actives lie on both sides. AID 1415, 2008. actives 0.33% (n = 220,000); in the data active = binding response below about 49% or above about 150%; inactive = in between;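 note: fluorescent Galphao activated with aluminum fluoride binding bead-coupled RGS4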
Target sequence (P09471 whole entry, looked up): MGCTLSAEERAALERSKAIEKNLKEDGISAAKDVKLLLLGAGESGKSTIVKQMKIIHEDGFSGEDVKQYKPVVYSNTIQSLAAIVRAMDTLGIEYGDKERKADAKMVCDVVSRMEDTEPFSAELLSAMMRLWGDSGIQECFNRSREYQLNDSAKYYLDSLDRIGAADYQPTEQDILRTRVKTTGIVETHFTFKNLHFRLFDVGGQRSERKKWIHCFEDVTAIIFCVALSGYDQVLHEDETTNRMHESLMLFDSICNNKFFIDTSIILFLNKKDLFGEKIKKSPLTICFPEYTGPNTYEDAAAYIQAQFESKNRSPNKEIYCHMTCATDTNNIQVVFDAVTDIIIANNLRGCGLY
RGS8-Gao reg = RGS8-Galphao binding modulators, primary screen, biochemical, multiplexed bead flow cytometry; Guanine nucleotide-binding protein G(o) subunit alpha (Homo sapiens), P09471; actives lie on both sides; response (percent of control binding), % at 10 µM; actives 0.34% (n = 220,000); AID 1423, 2008; in the data active = response below about 60% or above about 140%; inactive = in between;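 note: Galphao activated as the GDP aluminium fluoride complex binding bead-coupled RGS8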
Bim-Bcl-W = inhibitors of Bim binding to Bcl-W, primary screen, biochemical, multiplexed, bead-based flow cytometry. Bcl-2-like protein 2 (Homo sapiens), Q92843. Bim peptide-Bcl-W binding. inhibition, % at 10 µM. actives 0.02% (n = 190,000). AID 952, 2007;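 note: 0% = bound tracer without compound and 100% = peptide blocker; higher means less fluorescent Bim peptide bound to Bcl-W beads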
Target sequence (Q92843 whole entry, looked up): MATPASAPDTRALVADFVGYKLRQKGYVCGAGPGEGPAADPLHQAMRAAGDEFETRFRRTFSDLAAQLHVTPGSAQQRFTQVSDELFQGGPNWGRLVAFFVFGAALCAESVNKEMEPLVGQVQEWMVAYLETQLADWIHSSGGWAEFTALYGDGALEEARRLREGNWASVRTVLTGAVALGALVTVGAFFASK
GSH fluor = compound fluorescence on glutathione beads, profiling panel, artefact control, biophysical, 488/530 nm, flow cytometry. actives 0.25% (n = 190,000). AID 1776, 2009. GSH beads flow cytometry, compound fluorescence 488/530 nm; stronger effect = higher value. fluorescence (KMESF) at 10 µM; in the data active = fluorescence above about 89;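 note: glutathione beads carrying GST-tagged Bcl family fusion proteins plus one bare bead set; values are compound well signal with DMSO vehicle wells as background; inactives centre near 16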
Mcl1-Bid inh = Mcl-1/Bid binding inhibitors, primary screen, biochemical, TR-FRET, 1536-well. TR-FRET Mcl-1/Bid-Dy647 peptide binding. inhibition, % at 21.7 µM. AID 1021, 2008. actives 0.97% (n = 220,000). Induced myeloid leukemia cell differentiation protein Mcl-1 (Homo sapiens), Q07820;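 active = compounds that cut the binding signal by more than half at the single screening dose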;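 note: His-tagged Mcl-1 with europium anti-His antibody binding Bid BH3 peptide; 0% = Mcl-1 plus peptide wells and 100% = peptide-only wells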
RGS7-Gao = RGS7-Galphao binding modulators, primary screen, biochemical, multiplexed bead flow cytometry; Guanine nucleotide-binding protein G(o) subunit alpha (Homo sapiens), P09471; actives lie on both sides; binding response (% of control), % at 10 µM; actives 0.35% (n = 220,000); AID 1439, 2008; in the data active = binding response below about 49% or above about 150%; inconclusive = no clear call, values can overlap the other calls; inactive = in between;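 note: fluorescent Galphao held in activated GDP-AlF4 state binding bead-coupled RGS7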
* hit, by the source's call; ? = inconclusive. Cut-off read from the data, not from the text of the source, unless noted: active = inhibition above about 40%.

SMILES	Bcl-2 Bim block	Bim-Bfl-1	Bim-Mcl-1	Bim-Bcl-XL	Bim-Bcl-B	RGS4-Gao reg	RGS8-Gao reg	Bim-Bcl-W	GSH fluor	Mcl1-Bid inh	RGS7-Gao
COCCn1nnnc1C(c1ccc(OC)cc1)N1CCC(C)CC1 (stereo not drawn)	-7.0	-14.0	-1.0	-1.0	-8.0	101.7	101.3	0.0	19	3.7	98.8
CCC(C)[C@@H](C(=O)Nc1ccc2c(c1)OCO2)N1Cc2ccccc2C1=O (stereo partly drawn)	-10.0	-9.0	-2.0	-6.0	-7.0	101.1	102.8	-1.0	23	-17.1	103.2
COc1cccc(C(=O)NCc2cccnc2)c1	-3.0	-14.0	1.0	-3.0	-5.0	99.1	99.8	3.0	22	-5.7	99.6
COc1cccc(OCc2nnc(SCC(=O)NCc3ccco3)n2C)c1	0.0	0.0	-3.0	-1.0	-2.0	102.6	98.4	0.0	12	-14.1	96.0
CCCCCn1c(SCC(=O)OCC)nc2cc(C(=O)N3CCC(C(N)=O)CC3)ccc2c1=O	-7.0	-17.0	-3.0	-4.0	-6.0	101.9	101.9	-3.0	22	9.5	98.0
O=C(c1nn(-c2ccccc2)c(=O)c2ccccc12)N1CCN(c2ncccn2)CC1	-4.0	-3.0	-3.0	0.0	0.0	101.4	101.8	-1.0	24	-27.8	99.5
CSc1cccc(CN2CCCC(CNC(=O)c3ccc(F)cc3)C2)c1 (stereo not drawn)	-3.0	-4.0	-1.0	-8.0	-3.0	103.9	102.5	-2.0	10	-24.6	100.6
COc1ccc(-n2c(SC(CN3CCCCC3)CN3CCCC3=O)nc3ccccc3c2=O)cc1 (stereo not drawn)	-5.0	-15.0	-2.0	-3.0	-10.0	102.4	101.8	0.0	36	11.9	99.6
COc1ccc(NC(=O)CN2CCN(C3c4ccccc4-c4ccccc43)CC2)c(OC)c1	-15.0	-25.0	-7.0	-10.0	-13.0	100.8	100.4	-6.0	27	-6.8	99.1
Cc1c(/C=C/C(=O)c2cccs2)cnn1C	12.0	-2.0	-5.0	-8.0	-6.0	93.5	85.0	-4.0	27	-8.1	94.2
CCOC(=O)c1ccc(NC(=O)C(=O)NCC2CCCO2)cc1 (stereo not drawn)	-4.0	-2.0	0.0	1.0	2.0	102.7	103.4	0.0	62	-15.1	101.8
CC(C)c1cc(NCc2ccccn2)n2c(nc3ccccc32)c1C#N	-3.0	-3.0	5.0	8.0	5.0	95.7	98.1	2.0	9	-32.3	89.9
COCCNC(=O)CN1CCN(Cc2cccc(Cl)c2)C1=O	2.0	7.0	7.0	9.0	3.0	93.2	91.1	4.0	24	-6.4	90.8
CCN(CC)CCN(C(=O)c1c(F)cccc1F)c1nc2cc(C)cc(C)c2s1	0.0	-1.0	0.0	-1.0	-2.0	100.9	102.6	1.0	25	-17.3	98.9
COc1ccccc1-c1nc(-c2ccc(Br)o2)no1	-4.0	-8.0	1.0	-1.0	-4.0	102.2	102.1	3.0	21	1.3	99.7
COc1cc(Br)c(CCNC(=O)c2ccco2)cc1OC	-2.0	-2.0	-1.0	0.0	0.0	101.6	100.0	0.0	8	-29.9	103.3
O=C(CCc1nnc(CCCCc2ccccc2)o1)NC(c1cccnc1)C(F)(F)F (stereo not drawn)	-5.0	-5.0	-1.0	-3.0	0.0	100.0	99.4	-4.0	9	-15.9	100.8
Cc1ccc(C(=O)N2CCN(c3ccc([N+](=O)[O-])c(NCc4cccnc4)c3)CC2)cc1	0.0	0.0	-5.0	-7.0	-10.0	102.5	104.3	-4.0	10	-40.9	104.1
O=C(CCn1cnnn1)Nc1ccccc1	-1.0	-2.0	0.0	-4.0	-2.0	105.1	101.1	-1.0	9	-32.1	106.2
N#CC1=C2N=C(N)c3ccccc3N2C2=C(C(=O)CCC2)C1c1ccc(Cl)cc1 (stereo not drawn)	0.0	-4.0	-3.0	-3.0	-7.0	107.4	99.3	-4.0	17	-7.6	96.7
CCOC(=O)c1c(NC(=S)NCC2CCCO2)sc(C)c1C (stereo not drawn)	-3.0	10.0	-7.0	-11.0	-46.0	97.9	101.0	0.0	26	-41.0	99.0
COc1ccc(CNC(=O)c2cc(COc3c(F)cccc3F)on2)cc1OC	-1.0	-6.0	-2.0	-6.0	-6.0	105.7	104.7	-2.0	19	-33.5	106.5
Nc1ccccc1S(=O)(=O)c1ccccc1N	-4.0	-13.0	-2.0	-3.0	-5.0	94.9	98.3	4.0	5	-4.8	98.6
Cc1cc(Br)ccc1NC(=O)CCSc1ccccc1	-3.0	-1.0	-3.0	-5.0	-2.0	99.5	100.0	-3.0	25	2.2	99.3
O=C(CCNS(=O)(=O)c1cccc2nsnc12)NC1CCN(Cc2ccccc2)CC1	-8.0	-9.0	-2.0	-12.0	-7.0	95.8	99.4	3.0	48	-21.8	98.8
CC(/C=N/n1c(-c2ccccc2)n[nH]c1=S)=C\c1ccco1	-9.0	-10.0	-3.0	0.0	-25.0	100.1	100.1	-1.0	34	-23.7	103.6
O=C(Nc1cccc(-c2nc3ncccc3o2)c1)c1ccccc1	2.0	-6.0	3.0	2.0	1.0	98.0	100.6	4.0	11	-15.9	102.6
Cc1nn(-c2ccccc2)c(Cl)c1/C=N/NC(=O)c1ccc(CNc2ccccc2)o1	-8.0	-8.0	-2.0	-4.0	0.0	90.4	101.4	-2.0	14	-20.0	88.7
CCN(CCCNC(=O)CN(C)S(=O)(=O)c1ccc2c(c1)CCC(=O)N2)c1cccc(C)c1	-4.0	0.0	-2.0	-4.0	0.0	100.7	102.7	0.0	23	-48.6	101.8
COc1cc(NC(=O)c2cccs2)ccc1NC(=O)c1cc2ccccc2o1	-3.0	-7.0	-4.0	-3.0	-5.0	100.1	102.2	-2.0	23	-34.6	101.6
Cc1noc(C(=O)Nc2c(C)n(C)n(-c3ccccc3)c2=O)c1Cl	-8.0	-6.0	-3.0	-9.0	-12.0	94.9	99.3	-5.0	16	-11.1	96.6
CCC1C(=NO)C(CC)C(c2ccccc2)NC1c1ccccc1 (stereo not drawn)	-4.0	-5.0	-4.0	-7.0	-2.0	102.5	102.2	-6.0	18	-37.0	100.8
Cc1cc(Nc2ccc([N+](=O)[O-])cc2)nc2ccccc12	0.0	1.0	3.0	0.0	0.0	87.8	81.5	0.0	19	13.1	82.7
COc1ccc([N+](=O)[O-])cc1Nc1ncnc2ccccc12	1.0	-5.0	0.0	-1.0	-1.0	96.3	105.4	-4.0	17	3.5	95.4
CC1(C)Cc2c(c(-c3ccccc3Cl)[nH]c(=O)c2C#N)CO1	-10.0	-16.0	-4.0	-6.0	-6.0	100.4	99.6	-3.0	35	-2.7	99.7
COc1ccc(OC(=O)c2ccc(Cl)cc2)c(C(C)=O)c1	-7.0	-3.0	0.0	-4.0	-1.0	103.8	100.5	-7.0	13	1.3	101.4

Shown with two lines to a compound: entries from further up
Results follow in this order: Bcl-2 Bim block | Bim-Bfl-1 | Bim-Mcl-1 | Bim-Bcl-XL | Bim-Bcl-B | RGS4-Gao reg | RGS8-Gao reg | Bim-Bcl-W | GSH fluor | Mcl1-Bid inh | RGS7-Gao
COc1ccc([N+](=O)[O-])cc1Nc1ncnc2ccccc12
  1.0 | -5.0 | 0.0 | -1.0 | -1.0 | 96.3 | 105.4 | -4.0 | 17 | 3.5 | 95.4
CC1(C)Cc2c(c(-c3ccccc3Cl)[nH]c(=O)c2C#N)CO1
  -10.0 | -16.0 | -4.0 | -6.0 | -6.0 | 100.4 | 99.6 | -3.0 | 35 | -2.7 | 99.7
COc1ccc(OC(=O)c2ccc(Cl)cc2)c(C(C)=O)c1
  -7.0 | -3.0 | 0.0 | -4.0 | -1.0 | 103.8 | 100.5 | -7.0 | 13 | 1.3 | 101.4

(continued)
SMILES	Bcl-2 Bim block	Bim-Bfl-1	Bim-Mcl-1	Bim-Bcl-XL	Bim-Bcl-B	RGS4-Gao reg	RGS8-Gao reg	Bim-Bcl-W	GSH fluor	Mcl1-Bid inh	RGS7-Gao
Cc1ccc(C(=O)O)cc1S(=O)(=O)NCC1CCCO1 (stereo not drawn)	-11.0	-11.0	-1.0	2.0	-8.0	98.3	101.0	1.0	46	-24.8	97.0
CC(=O)N1CCc2cc(S(=O)(=O)NC(CC(C)C)C(=O)N3CCn4c3nc3ccccc34)ccc21 (stereo not drawn)	-7.0	-8.0	-1.0	1.0	-10.0	105.3	102.4	3.0	44	-26.6	105.7
COc1cc(/C=C/C2=CC(C)(C)NC(=S)N2)cc(OC)c1OC	-3.0	1.0	-1.0	-3.0	-12.0	101.6	101.0	0.0	16	-38.9	?
COc1ccc(Cn2cccc(NC(=O)Nc3cccc(C#N)c3)c2=O)cc1	-5.0	-3.0	-3.0	-1.0	-2.0	102.0	101.1	-5.0	18	-2.4	100.1
O=C(NCCN1CCOCC1)c1ccc2c(c1)N(Cc1ccccc1)C(=O)CS2	-7.0	-10.0	-1.0	-3.0	-8.0	103.3	104.1	-1.0	28	-6.7	102.5
CC/C(=N/Nc1ccccc1)c1cnnc(SC)n1	0.0	-2.0	-1.0	-2.0	0.0	99.5	102.7	-1.0	10	-21.1	98.2
CCOc1cc(N2CCOCC2)c(OCC)cc1NC(=O)c1oc2ccccc2c1C	-2.0	-1.0	-1.0	-3.0	-8.0	94.6	96.7	-2.0	13	-6.7	?
CC(C)c1nnc(NC(=O)c2sc3ccccc3c2Cl)s1	-2.0	0.0	-5.0	-1.0	-4.0	94.0	97.2	-1.0	9	17.6	99.4
CCOC(=O)C1CCN(c2ncnc3c2nnn3Cc2ccccc2Cl)CC1	-1.0	-6.0	1.0	0.0	-3.0	99.4	100.4	0.0	12	-6.2	100.5
CCCCCCn1c(=O)[nH]c2nc3cc(N)ccc3nc2c1=O	5.0	4.0	2.0	6.0	6.0	104.7	108.7	3.0	10	-46.7	107.9
FC(F)(F)c1cccc(NC(=S)NCCN2CCOCC2)c1	-6.0	-10.0	-5.0	-11.0	-12.0	105.7	114.3	-5.0	18	0.8	105.9
COc1ccccc1CNCc1cc(Br)ccc1OC	0.0	-3.0	0.0	0.0	-3.0	104.9	102.5	1.0	25	6.9	108.6
CCN(CC)C(=O)Cn1nc(C)c2ccccc2c1=O	-1.0	-1.0	-2.0	-4.0	0.0	76.7	78.1	-1.0	36	-10.3	82.0
NS(=O)(=O)c1ccc(CCNC(=O)c2cccc(OC(F)F)c2)cc1	-1.0	-1.0	-1.0	-2.0	-4.0	97.1	98.7	-3.0	70	2.8	97.7
O=C(Cc1ccccc1)NNC(=O)c1ccc(NC(=O)c2ccccc2)cc1	-1.0	-5.0	0.0	0.0	-4.0	99.6	99.8	0.0	18	-16.4	98.5
CCOC(=O)C1=C(N)OC2=C(C(=O)CC(C)(C)C2)C1C1CCCCC1 (stereo not drawn)	-13.0	-16.0	-4.0	-9.0	-10.0	99.5	100.4	-1.0	25	-26.5	99.1

Screens (PubChem BioAssay)

Not a hit list; overall some 1.8% were active at least once.
